Bcl-XL Bim block = disrupts Bim peptide binding to human Bcl-XL; inhibition, % at 10 µM; bead flow cytometry, fluorescence; 0.04% of 190,000 active; AID 1007
Target sequence (Q07817 whole entry, looked up): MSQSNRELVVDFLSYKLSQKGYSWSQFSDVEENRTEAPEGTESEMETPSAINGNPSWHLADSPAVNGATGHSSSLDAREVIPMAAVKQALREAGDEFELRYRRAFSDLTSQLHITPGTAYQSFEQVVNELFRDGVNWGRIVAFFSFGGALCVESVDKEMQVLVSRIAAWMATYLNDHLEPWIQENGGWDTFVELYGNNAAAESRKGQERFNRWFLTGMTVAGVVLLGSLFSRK
Rac1 wt GTP bind = alters GTP binding to wildtype human Rac1; P63000; GST-Rac1 beads, fluorescent GTP binding, flow cytometry; actives lie on both sides; 0 = cold GTP competed, 100 = untreated; GTP binding activity (% of control), % at 10 µM; 0.27% of 190,000 active; AID 757;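 active = GTP binding activity at least 20 points away from the 100% control level, either lower or higher; inconclusive = compound flagged as likely green fluorescent, judged across all proteins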
Cdc42 wt = human Cdc42 wildtype GTP binding change, either direction. 0.2% of 190,000 active. percent activity (GTP binding), % at 10 µM. P60953. AID 761. GST-Cdc42 beads, Bodipy-GTP binding, flow cytometry; actives lie on both sides;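 active = percent activity GTP binding at least 20 points away from the 100% baseline, either down as inhibitor or up as activator; inconclusive = compound flagged as likely green fluorescent from well-wide comparison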;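 also: median bead fluorescence of bound Bodipy-FL-GTP at 100 nM; 0% = excess unlabeled GTP control and 100% = no compound control; below 100% means less GTP binding so inhibitor and above means activator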
Target sequence (P60953 whole entry, looked up): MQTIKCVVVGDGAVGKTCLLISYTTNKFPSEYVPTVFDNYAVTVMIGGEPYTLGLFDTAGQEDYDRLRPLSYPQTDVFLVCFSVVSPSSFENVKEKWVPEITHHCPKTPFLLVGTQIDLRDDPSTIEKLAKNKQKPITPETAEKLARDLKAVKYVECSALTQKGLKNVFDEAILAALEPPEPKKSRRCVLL
Bim-Bcl-2 = human Bim-Bcl-2 interaction inhibition | Bead-based flow cytometry, Bim peptide-Bcl-2 binding | inhibition, % at 10 µM | 0.06% of 190,000 active | AID 950; in the data active = inhibition above about 40%; inconclusive = no clear call, values can overlap the other calls;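 also: 0% = no compound wells with probe peptide and 100% = reference peptide inhibitor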
Target sequence (P10415 whole entry, looked up): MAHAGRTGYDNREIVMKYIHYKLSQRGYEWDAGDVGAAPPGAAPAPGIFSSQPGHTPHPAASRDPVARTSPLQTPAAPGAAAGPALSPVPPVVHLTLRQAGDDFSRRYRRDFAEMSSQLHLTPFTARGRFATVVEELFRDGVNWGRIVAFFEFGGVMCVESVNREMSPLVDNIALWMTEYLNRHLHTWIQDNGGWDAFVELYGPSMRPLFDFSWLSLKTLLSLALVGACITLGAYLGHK
HRas wt GTP bind = human HRas wildtype GTP binding, change in either direction. P01112. GST-Ras wt beads, Bodipy-FL-GTP binding, flow cytometry; actives lie on both sides. GTP binding activity, % at 10 µM. 0.14% of 190,000 active. AID 759;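 active = GTP binding activity at least 20% away from the 100% baseline, either lowered as inhibitor or raised as activator; inconclusive = flagged as likely green fluorescent, judged across all proteins in the well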;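 also: 0% = unlabeled GTP competition control and 100% = no-compound control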
Target sequence (P01112 whole entry, looked up): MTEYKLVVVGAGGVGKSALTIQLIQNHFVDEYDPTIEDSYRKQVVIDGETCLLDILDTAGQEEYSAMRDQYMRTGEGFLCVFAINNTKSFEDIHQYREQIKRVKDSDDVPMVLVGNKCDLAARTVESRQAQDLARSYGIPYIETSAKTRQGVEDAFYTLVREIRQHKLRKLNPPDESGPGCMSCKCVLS
Bcl-W Bim block = disrupts Bim peptide binding to human Bcl-W | Q92843 | inhibition, % at 10 µM | bead-based flow cytometry | AID 952 | 0.02% of 190,000 active;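 also: 0% = bound tracer without compound and 100% = peptide blocker; higher means less fluorescent Bim peptide bound to Bcl-W beads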
Rab2A wt mod = changes GTP binding to wildtype dog Rab2A, up or down; AID 760; 0.19% of 190,000 active; GST-Rab2 wt beads, Bodipy-GTP binding, flow cytometry; GTP binding activity, % at 10 µM;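 active = GTP binding activity at least 20 points away from 100%, either lowered or raised; inconclusive = signal likely due to the compound's own green fluorescence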;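 also: 0% = beads with excess unlabeled GTP and 100% = no-compound control corrected for plate trend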
Bim-Bfl-1 = human Bim-Bfl-1 interaction inhibition | Bead-based flow cytometry, Bim-Bfl-1 binding inhibition | Q16548 | AID 1008 | 0.12% of 190,000 active | inhibition, % at 10 µM;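 also: 0% = wells without compound plus tracer and 100% = blocker peptide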
Rab7 wt GTP bind = modulators of GTP binding to dog Rab7 wildtype GTPase; GST-Rab7 beads, fluorescent GTP binding, flow cytometry; actives lie on both sides; untreated = 100%, excess cold GTP = 0%; GTP binding activity (percent of control), % at 10 µM; 0.055% of 190,000 active;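 active = fluorescent GTP binding to Rab7 beads changed by at least 20 points from the 100% baseline, either direction, mostly lower; inconclusive = compound itself probably fluorescent, or too few beads counted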;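 also: median green fluorescence of bound Bodipy-FL-GTP per Rab7 bead population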
Bcl-B Bim block = disrupts Bim peptide binding to human Bcl-B; Q9HD36; bead-based flow cytometry; inhibition, % at 10 µM; 0.073% of 190,000 active;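 also: 0% = tracer peptide without compound and 100% = reference inhibitor peptide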
Rac1 act GTP bind = alters GTP binding to activated mutant human Rac1 | GST-Rac1 activated beads, fluorescent GTP binding, flow cytometry; actives lie on both sides; 100% means binding = to untreated wells | percent activity (GTP binding), % at 10 µM | 0.11% of 190,000 active;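 active = GTP binding at least 20 percentage points away from the 100% baseline, in either direction, so actives lie on both sides; inconclusive = Compound likely fluorescent itself, or too few beads counted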
Starred values were filed as active, the others as inactive; ? = inconclusive. Rule as the data show it, unless noted: active = inhibition above about 40%.

entry	Cdc42 wt	Rab2A wt mod	Bcl-B Bim block	Rac1 wt GTP bind	Rac1 act GTP bind	HRas wt GTP bind	Bcl-W Bim block	Bim-Bfl-1	Bim-Bcl-2	Rab7 wt GTP bind	Bcl-XL Bim block	Molecule
1	103	101	-4	107	100	104	2	-9	-5	104	-1	O=C(O)C1(NS(=O)(=O)c2ccc(Cl)cc2)CCCCC1
2	94	92	0	97	96	98	3	-10	-7	97	0	CCc1c(C)nc(Nc2nc(C)c3ccc(OC)cc3n2)[nH]c1=O
3	?	?	-6	?	?	?	-1	-14	-9	?	-6	O=C(/C=C/c1ccccc1)NC(=S)Nc1ccc(CN2CCOCC2)cc1
4	?	?	0	?	?	?	-1	-5	-1	?	0	CCCn1cc(CN2CCCC(CNC(=O)c3ccc(F)cc3)C2)c(C)n1 (stereo not given)
5	94	92	0	96	96	94	0	-1	-1	94	0	COc1ccc(CCNc2nc(C)nc3c2oc2ccccc23)cc1OC
6	102	103	-3	105	100	99	2	-8	-5	100	0	CCn1cc(C(=O)O)c(=O)c2cc(Br)ccc21
7	95	96	-4	97	93	98	-1	-6	-3	101	-2	CCOc1ccc(NC(=S)N2CCCN(Cc3cc(C)ccc3C)C2)cc1
8	99	96	-5	100	94	97	-1	-21	-2	104	-4	CCn1c(O)c(C2=c3ccccc3=NC2=O)c2cc(Br)ccc21
9	101	103	-3	106	102	102	-4	2	2	99	-3	O=c1oc2c(CN3CCCCC3)c(O)ccc2c2c1CCCCC2
10	99	94	-5	96	96	96	-3	-1	-2	97	-2	COc1c(F)c(F)c(C(=O)Nc2ccc(NC(=O)c3ccco3)cc2)c(F)c1F
11	98	101	-4	100	99	99	-1	-15	-7	99	-2	O=C(NCCc1ccccc1)Nc1ccc(Cl)cc1
12	97	98	4	100	98	99	0	9	18	98	3	O=C(C/C(=N\NC(=O)c1ccccc1Br)C(F)(F)F)c1cccs1
13	100	103	2	102	99	99	2	7	1	102	6	Cc1ccccc1-n1c(Cn2c(=O)sc3ccccc32)nnc1SCC(=O)N1CCCC1
14	103	102	-7	104	101	101	-1	-9	-9	102	-2	O=C(NCc1ccccn1)c1cc(-n2cnnc2)ccc1Cl
15	107	102	-4	108	102	102	-3	-1	-6	104	-7	CCCCNC(=S)N(C)/N=C/c1c(F)c(F)c(F)c(F)c1F

An excerpt from above, reduced to Bcl-B Bim block:
entry	SMILES	Bcl-B Bim block
7	CCOc1ccc(NC(=S)N2CCCN(Cc3cc(C)ccc3C)C2)cc1	-4
10	COc1c(F)c(F)c(C(=O)Nc2ccc(NC(=O)c3ccco3)cc2)c(F)c1F	-5

Next entries:
entry	Cdc42 wt	Rab2A wt mod	Bcl-B Bim block	Rac1 wt GTP bind	Rac1 act GTP bind	HRas wt GTP bind	Bcl-W Bim block	Bim-Bfl-1	Bim-Bcl-2	Rab7 wt GTP bind	Bcl-XL Bim block	Molecule
16	96	96	-5	98	96	98	0	-8	-3	99	-4	CCOC(=O)c1c(C(C)(C)C)oc2ccc(OCC#N)cc12
17	104	104	0	102	99	105	0	0	1	99	0	C=CCOc1c2ccc(C(=O)NCc3ccc(C)cc3)cc2nn1C
18	99	96	-2	100	96	96	0	0	0	97	0	COc1ccc(-n2c(C)cc(/C=C3\SC(=S)NC3=O)c2C)cc1
19	100	99	6	98	94	101	12	0	3	100	4	CCc1cccc(C)c1NC(=O)CSc1nc2ccc(N3C(=O)c4ccccc4C3=O)cc2s1
20	100	94	-9	92	95	96	-1	-16	-12	93	-8	CN(C)c1cccc(-c2nnc(SCCCC#N)o2)c1
21	104	99	-3	102	101	102	2	0	0	98	-3	Cc1ccc(C2CC(C(F)(F)F)n3ncc(C(=O)NCc4ccco4)c3N2)cc1 (stereo not given)
22	105	103	-12	106	101	104	-5	-16	-10	104	-9	Cc1ccc(S(=O)(=O)N(CC(=O)Nc2cccc([N+](=O)[O-])c2)Cc2ccc(Cl)cc2)cc1
23	107	107	-8	112	103	106	0	-15	-13	106	-5	Cc1ccc(CNc2ncnc3cc(Cl)ccc23)o1
24	100	98	-7	105	101	101	-4	-3	-5	103	-6	c1ccc2c(CN3CCCCC3)csc2c1
25	105	101	-21	104	101	102	-4	-3	-18	98	-9	O=C(NC1CCCCC1)c1cc(Cl)ccc1[N+](=O)[O-]
26	103	105	-9	103	101	103	0	-9	-3	102	-6	CCC(C)(C)NC(=O)C(c1ccncc1)N(Cc1cccs1)C(=O)Cn1nnc2ccccc21 (stereo not given)
27	104	99	-7	106	101	97	-2	-17	-12	100	-4	CCOC(=O)Cc1cnc(NC(=O)c2ccccc2)s1
28	101	100	-3	101	98	100	0	-2	-1	100	0	Cc1cc(NC(=O)CCC(=O)N(c2ccccc2)C2(C(=O)NC3CCCCC3)CCCC2)no1
29	94	101	-6	99	97	98	-1	-3	-1	99	-1	COC(=O)C(C)n1nnc2sc(-c3ccccc3)cc2c1=O (stereo not given)
30	95	94	0	96	96	94	0	-4	0	97	0	COCCNS(=O)(=O)c1cc(OC)ccc1OC
31	100	99	-9	102	97	98	-2	-6	-4	95	-3	Cc1ccccc1NC(=S)N(Cc1ccco1)C(C)c1ccccn1 (stereo not given)
32	96	96	0	95	97	94	1	1	1	94	2	COc1ccc([N+](=O)[O-])cc1N(CC(=O)NCCSc1ccccc1)S(C)(=O)=O
33	90	94	0	96	92	96	-2	3	0	102	1	CC(C)N1CCc2c(sc(NC(=O)CN3C(=O)c4ccccc4C3=O)c2C(N)=O)C1
34	101	103	-7	105	97	101	-2	-7	-4	109	-6	Cc1ccc(COc2ccc(/C=N/NC(=O)CN3CCCCC3)cc2)cc1
35	97	96	-6	97	94	95	-4	-4	-5	97	-5	CCOc1ccc(-c2nc(CN(Cc3ccccc3)C[C@@H]3CCC(=O)N3)c(C)o2)cc1
36	95	91	-12	93	92	95	-3	-8	-8	95	-14	Cc1ccc(S(=O)(=O)NN=C2CCC(C(C)(C)C)CC2)cc1[N+](=O)[O-] (stereo not given)
37	94	94	1	93	93	92	-3	5	-2	96	-2	CC(=O)Nc1cccc(NC(=O)C(F)(F)F)c1
38	94	96	-3	94	94	95	-3	-9	-3	97	-3	CC(C)(C)NC(=O)C(=O)NN=C1CCCCCCC1
39	104	102	-2	106	101	102	2	-9	-5	98	-4	CCn1c(=NC(=O)c2ccc(N3C(=O)CCC3=O)cc2)sc2c(OC)ccc(OC)c21
40	93	96	-6	101	100	98	9	17	6	96	0	COc1cc(CNc2ccc(O)cc2)cc(Br)c1OCc1ccccc1
41	101	100	-1	104	96	99	0	1	0	97	-2	COc1ccc(NC(=O)CSc2nnc(-c3ccccc3C)n2N)cc1
42	107	103	-4	104	101	103	-1	0	1	103	-3	CCOC(=O)NN1C(=O)c2ccccc2NC1c1ccccc1O (stereo not given)
43	98	98	1	104	98	101	1	-4	-1	104	1	O=C(Nc1cccc(C(F)(F)F)c1)c1cnccn1
44	94	97	-5	98	95	98	-2	-6	0	104	-1	CC(C(=O)Nc1ccc(S(N)(=O)=O)cc1)N1CCc2ccccc21 (stereo not given)
45	99	98	-7	99	99	98	-2	-6	-1	97	-4	O=c1oc(-c2cccc(Cl)c2)nc2c1cnn2-c1ccccc1
46	105	98	-68	102	92	97	-6	10	14	93	1	COc1ccc(-c2csc(N3CCN(C(=O)c4ccccc4)CC3)n2)cc1
47	104	97	-7	103	100	99	-3	-8	-5	98	-6	O=C(Nc1ccc(NC(=O)C2CC2)nc1)c1ccncc1
48	106	106	-2	101	101	105	-1	-5	-4	96	1	CC1(C(=O)NC2CCCC2)CCC(=O)N1Cc1cccs1 (stereo not given)
49	101	97	-4	99	98	100	1	-7	0	97	-1	COc1ccc(N=C2CCCN2CC(N)=O)cc1
50	99	100	-2	102	97	100	1	-7	0	104	0	O=C(NCC1CCCO1)/C(=C\c1cccs1)NC(=O)c1ccccc1 (stereo not given)
51	101	100	-1	102	98	100	4	9	0	97	3	CC(=O)c1c(C)cc(C)c(CSc2nc(C)cc(=O)[nH]2)c1C
52	95	95	-7	96	96	95	-2	-8	-7	95	-5	Cc1ccc2cc(S(=O)(=O)NCCC(=O)O)ccc2c1
53	101	97	-11	102	97	99	0	-9	-6	97	-7	CCOc1ccc(C(=O)Nc2ccccc2-c2ccccc2)cc1Cl
54	104	102	1	102	100	102	0	0	3	102	2	O=C1C=C(c2cccs2)CC(c2cccs2)C1n1cnc([N+](=O)[O-])c1 (stereo not given)
55	101	103	-7	105	100	102	0	-11	-8	103	0	CN(c1ccc(C(=O)NCCSCc2ccco2)cc1)S(C)(=O)=O
56	97	96	-6	103	99	97	-1	-8	-1	102	-4	CCOC(=O)N1CCN(Cc2nc(CC3CC3)no2)CC1
57	103	101	0	102	100	101	-1	-3	-2	100	-2	CN(C)c1ncc(S(=O)(=O)c2ccccc2)c(-c2ccccc2Cl)n1
58	98	98	-3	101	96	97	2	-14	-7	99	-7	O=S(=O)(Nc1nc2ccccc2s1)c1ccc(Br)s1
59	98	98	4	102	92	96	5	1	4	94	9	NNC(=O)c1ccc2nc(-c3ccc(Br)cc3)cn2c1

Source: PubChem (NMMLSC)
